Screening results: PubChem, several laboratories
MDM2 E3 inh = inhibitors of human Mdm2 E3 ubiquitin ligase; Q00987; cell-based MDM2 ubiquitination luciferase reporter, 2 h; 0 = plate control, 100 = twice control, blank-subtracted; signal enhancement, % at 5 µM; 210,000 tested, 0.11% active;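 active = signal enhancement of 30% or more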;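 note: luminescence tracks abundance of the self-degrading MDM2-luciferase fusion protein; higher signal means inhibition of MDM2 E3 ligase activity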
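Buffer or medium: Cells held in DMEM | Assay system: Stable mammalian line carrying autodegrading MDM2–luciferase fusion reporter | Quantity: 2000 cells/well | Times: 4 h settle plus 2 h compound, 37 °C | Doses: One concentration, 5 µM, with 0.2% DMSO | Technique: Luminescence with SteadyLite reagent, 15 min at room temperature | Benchmarks: Plate controls and plate blanks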
NPY-Y2 PAM-ag = potentiates or activates human NPY-Y2 receptor | cells expressing NPY-Y2, potentiator/agonist read-out | P49146 | activation, % at 3.6 µM | 220,000 tested, 0.45% active; in the data active = activation above about 27%;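 note: cells stimulated with NPY near EC25 plus isoproterenol at EC100; 0% = vehicle plus submaximal agonist and 100% = vehicle plus saturating agonist; some results beyond the cut were filed as inactive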
p97 ATPase inh = blocks human p97 ATPase activity | recombinant p97 ATPase, Kinase-Glo ATP luminescence, 3 h | 220,000 tested, 0.42% active | P55072 | inhibition, % at 8 µM; in the data active = inhibition above about 15%;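 note: 0% = DMSO vehicle and 100% = wells lacking enzyme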
Target sequence (P55072 whole entry, looked up): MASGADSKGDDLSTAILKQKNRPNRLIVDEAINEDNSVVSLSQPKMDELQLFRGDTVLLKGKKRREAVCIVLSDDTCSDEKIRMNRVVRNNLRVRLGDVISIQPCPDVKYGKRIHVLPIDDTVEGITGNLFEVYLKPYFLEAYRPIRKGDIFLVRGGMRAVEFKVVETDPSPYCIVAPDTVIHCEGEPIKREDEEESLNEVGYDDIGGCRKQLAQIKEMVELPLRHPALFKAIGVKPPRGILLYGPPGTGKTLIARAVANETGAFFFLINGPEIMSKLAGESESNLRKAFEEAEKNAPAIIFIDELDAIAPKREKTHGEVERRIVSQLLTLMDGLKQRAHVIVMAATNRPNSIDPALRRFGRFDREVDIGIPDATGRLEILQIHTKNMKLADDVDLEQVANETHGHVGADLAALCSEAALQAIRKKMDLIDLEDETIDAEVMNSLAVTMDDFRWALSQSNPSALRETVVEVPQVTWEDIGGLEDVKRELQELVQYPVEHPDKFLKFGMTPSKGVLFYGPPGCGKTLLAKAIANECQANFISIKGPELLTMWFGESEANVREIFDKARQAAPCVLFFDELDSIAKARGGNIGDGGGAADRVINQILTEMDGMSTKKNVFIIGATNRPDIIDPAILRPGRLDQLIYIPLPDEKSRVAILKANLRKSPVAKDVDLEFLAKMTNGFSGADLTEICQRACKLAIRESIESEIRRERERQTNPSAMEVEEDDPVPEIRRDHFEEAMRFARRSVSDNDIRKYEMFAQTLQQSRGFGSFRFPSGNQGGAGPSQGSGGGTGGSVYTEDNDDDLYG
Hck-Nef inh = inhibitors of human Hck kinase activated by Nef; inhibition, % at 20 µM; AID 463187; 220,000 tested, 0.68% active; P08631; Recombinant Hck-YEEI plus Nef, Z-Lyte FRET kinase assay;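 active = Hck-Nef kinase inhibition above about 50%, limit read from the data; inactive = inhibition below that limit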;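 note: 0% = DMSO with Hck plus Nef and 100% = Hck alone without Nef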
NPY1 pot ag = human NPY-Y1 potentiation or agonism, primary screen. AID 1304. P25929. 220,000 tested, 0.37% active. activation, % at 3.6 µM. NPY-Y1 expressing cells, potentiator/agonist activation; in the data active = activation above about 33%, passing the limit was not always enough;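 note: cells stimulated with NPY at EC10 then isoproterenol at EC100; 0% = low agonist plus stimulus and 100% = saturating agonist plus stimulus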
Runt-SMMHC FRET = inhibitors of human RUNX1 Runt domain binding to CBFb-SMMHC; Cerulean-Runt/Venus-CBFb-SMMHC FRET ratio 530/480, 1 h; 220,000 tested, 0.74% active; AID 1434; inhibition, % at 20 µM;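 active = mean inhibition across duplicate retests at 20 µM reaching about 50%, limit read from the data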;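 note: 0% = DMSO wells and 100% = wells with excess untagged CBFb-SMMHC; inhibitors lower the FRET ratio by blocking Runt binding to CBFb-SMMHC; some results filed as inactive read as strong as hits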
Runt-CBFb FRET = inhibitors of human RUNX1 Runt domain binding to CBFb; Q01196+Q13951; Cerulean-Runt/Venus-CBFb FRET ratio 530/480, 1 h; inhibition, % at 20 µM; 220,000 tested, 0.46% active; AID 1496;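 active = inhibition over about 50% at 20 µM in the single-dose screen, limit read from the data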;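 note: 0% = DMSO wells and 100% = excess unlabeled CBFb competitor control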
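Assay system: Cerulean-tagged RUNX1 Runt domain (FRET donor) fusion protein / Amount: 100 nM each of Venus-CBFb and Cerulean-Runt domain / Medium: Tris buffer pH 7.5 with salts and BSA / Also added: Venus-CBFb 100 nM / Schedule: 1 h complex formation plus 1 h compound treatment, room temperature / Signal: FRET fluorescence / Read-out: loss of energy transfer signal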
RBBP9 inhibitor = human RBBP9 hydrolase inhibition | recombinant RBBP9, FP-Rh probe fluorescence polarization | inhibition, % at 7.94 µM | 220,000 tested, 0.2% active | AID 1515;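 active = inhibition above the campaign mean of all tested compounds plus 3 SD, cut at about 14% in these data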;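 note: plate controls were DMSO wells with RBBP9 for no effect and wells lacking RBBP9 protein for full effect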
Target sequence (O75884 whole entry, looked up): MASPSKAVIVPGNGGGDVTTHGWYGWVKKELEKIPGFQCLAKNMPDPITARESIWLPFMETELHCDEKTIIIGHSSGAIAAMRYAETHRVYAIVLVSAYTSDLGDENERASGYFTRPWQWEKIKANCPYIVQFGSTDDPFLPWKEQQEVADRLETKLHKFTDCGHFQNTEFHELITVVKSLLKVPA
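System: RBBP9 protein | Quantity: 2.5 µM RBBP9 dispensing solution, before mixing | Reagent: FP-Rh probe, 375 nM dispensing solution | Timing: Enzyme-compound preincubation 30 min, then probe labeling 45 min, 25 °C | Measured by: Fluorescence polarization | Read-out: % inhibition | Replication: One well per compound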
NPY-Y1 antag = blocks the human neuropeptide Y Y1 receptor | HEK293-CNG Y1 cells, membrane potential fluorescence; NPY at EC95, then isoproterenol | inhibition, % at 3.6 µM | 200,000 tested, 1% active | AID 1040;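 active = inhibition above the campaign mean inhibition of all tested compounds plus 3 SD, cut at about 20% in these data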;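 note: 0% = DMSO wells given NPY plus isoproterenol and 100% = isoproterenol alone without NPY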
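Benchmarks – high control isoproterenol alone, low control NPY with isoproterenol · Material – HEK293 Y1/CNG channel cell line · Times – dye 3 h, compound 60 min room temperature, stimulation 45 min · Probe or stimulus – NPY (25 nM), isoproterenol (1 µM), Ro 20-1724 (25 µM) · Evaluation – % inhibition of NPY effect · Signal – fluorescence, membrane potential probe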
* = called active by the depositor; x = no result given.

A first look:
SMILES	MDM2 E3 inh	NPY-Y2 PAM-ag	p97 ATPase inh	Hck-Nef inh	NPY1 pot ag	Runt-SMMHC FRET	Runt-CBFb FRET	RBBP9 inhibitor	NPY-Y1 antag
Cc1cc(/C=N/NC(=O)C(=O)NCc2ccccn2)c(C)n1-c1ccccc1	-8	2	-8	1	0	1	-3	-3	-4
CCCn1nc(C(=O)NCCc2ccc(S(N)(=O)=O)cc2)c2ccccc2c1=O	-6	1	7	-2	-5	0	0	-9	8
CC(=O)Nc1ccc(Sc2ncccc2C(=O)Nc2ccc(OC(F)(F)F)cc2)cn1	-6	4	-2	1	-4	-10	-4	-10	8
COCCNC(=O)C(C)OC(=O)c1cc2occc2n1C (configuration not stated)	-7	-2	-7	-2	-11	0	2	1	4

The whole of this part, repeating the preview:
SMILES	MDM2 E3 inh	NPY-Y2 PAM-ag	p97 ATPase inh	Hck-Nef inh	NPY1 pot ag	Runt-SMMHC FRET	Runt-CBFb FRET	RBBP9 inhibitor	NPY-Y1 antag
Cc1cc(/C=N/NC(=O)C(=O)NCc2ccccn2)c(C)n1-c1ccccc1	-8	2	-8	1	0	1	-3	-3	-4
CCCn1nc(C(=O)NCCc2ccc(S(N)(=O)=O)cc2)c2ccccc2c1=O	-6	1	7	-2	-5	0	0	-9	8
CC(=O)Nc1ccc(Sc2ncccc2C(=O)Nc2ccc(OC(F)(F)F)cc2)cn1	-6	4	-2	1	-4	-10	-4	-10	8
COCCNC(=O)C(C)OC(=O)c1cc2occc2n1C (configuration not stated)	-7	-2	-7	-2	-11	0	2	1	4
Cc1sc2ncnc(SC(C)C#N)c2c1C (configuration not stated)	-11	5	3	10	-14	x	x	-1	8
O=C(CN1CCCC1)Nc1ccc(F)cc1	-5	0	10	16	9	-10	1	-2	-4
CCOC(=O)c1cc(C(=O)Nc2cccc(C)c2)nn1C	-21	-4	-5	0	-6	4	0	-6	3
CCCCCCC(=O)N(O)C1CC(=O)N(c2ccc(Br)cc2)C1=O (configuration not stated)	-21	2	5	0	1	24	25	0	17
Cn1c(=O)c2[nH]c(-c3ccccc3)nc2n(C)c1=O	x	11	11	7	3	3	0	1	0
CC(=O)N1CCC(N(CCCOC(C)C)C(=O)Nc2ccc(C)c(C)c2)CC1	-26	5	0	0	0	0	-1	-3	-5
CCCOC(=O)C1C2C=CC(C3CC23)C1C(=O)OCC(=O)c1ccccc1 (configuration not stated)	1	-12	-3	2	4	0	1	3	4
OC1(c2ccc(Cl)cc2)CCN(Cc2cn[nH]c2-c2ccccc2)CC1	-24	0	2	14	-4	0	2	-10	x
CCOc1ccccc1NC(=O)c1ccc(F)c(S(=O)(=O)N2CCC3(CC2)OCCO3)c1	15	-21	-7	0	-16	0	-2	-6	-2
CCOc1cc(S(=O)(=O)NC2CCCC2)ccc1Cl	-13	2	-1	-1	-4	1	0	2	1
Cn1c(C23CC4CC(CC(C4)C2)C3)n[nH]c1=S	-1	-2	0	6	25	16	6	-6	-9
Cc1cnc(C(=O)OCC(=O)NC2CCCCCC2)cn1	2	-5	2	17	4	1	1	-9	4
Cc1ccc(NC(=O)C(=O)C2C(=O)Nc3ccccc32)cc1 (configuration not stated)	-16	-2	1	1	-20	2	2	-4	x
CC(C)OC(=O)CN1C(=O)C(=O)c2ccccc21	-22	-6	2	-1	-11	-2	-2	-5	-2
Cc1ccc(NC(=O)CC2COc3ccccc3O2)cc1 (configuration not stated)	9	0	2	1	-7	5	x	-7	4
[O-][n+]1cccc2c(Br)cc(Br)c(O)c21	-17	-6	4	19	-5	24	13	-7	2
Cc1cc(SCCOc2ccc(Br)cc2)nc(N)n1	-15	1	-1	1	-40	-1	0	6	7
CSc1ccccc1C(=O)N1CCN(c2ccc(F)cc2)CC1	-5	-10	-4	1	3	0	1	-3	-5
CCN(CC)CCCNC(=O)CC1Sc2ccccc2NC1=O (configuration not stated)	12	6	3	2	15	-1	1	-1	0
Cc1cc(C)n(CC(C)C(=O)O)n1 (configuration not stated)	-4	-2	8	12	12	-4	-1	2	0
COc1ccc(NC(=O)c2sccc2SCC#N)cc1	-32	-9	5	3	2	3	1	-4	1
Cc1ccc(-c2nc(SCC(=O)N(C)C3CCS(=O)(=O)C3)[nH]c2-c2ccc(C)cc2)cc1 (configuration not stated)	-17	5	5	5	-3	-4	1	-3	2
COc1cc(S(=O)(=O)N(Cc2cccnc2)Cc2ccco2)ccc1-n1cnnn1	-6	-3	3	4	6	0	0	-4	-3
O=C(CCn1c(=S)oc2ccccc21)NCCC1=CCCCC1	-8	4	0	19	-12	-5	2	11	x
C/C(=N\NC(=S)NCc1ccccc1)c1ccc(C(C)(C)C)cc1	-1	-1	5	1	0	6	-3	-2	1
O=C(Nc1cccc2ccccc12)c1ccc(Cn2cc(Cl)cn2)cc1	-9	-17	1	0	-7	1	1	-9	-2
COc1ccc(/C=C/C(=O)N2CCN(c3ccccn3)CC2)c2ccccc12	-5	-17	2	25	8	1	-2	8	11
COc1ccc(-c2onc3ccc(Cl)cc23)cc1	-19	5	3	6	-27	6	10	-6	4
COc1cc(-n2c(C)nc3cc(C(=O)O)ccc32)cc(OC)c1OC	-16	4	-3	3	3	-3	1	-2	0
Cc1cc(N2CCCC2)n2nc(C)nc2n1	x	10	-4	-8	-9	3	0	-4	-4
c1ccc(N2CCN(C3CCSC3)CC2)cc1 (configuration not stated)	4	-6	0	-2	-1	2	2	-4	-1
O=C(/C=C/c1ccc(F)cc1)NCc1ccco1	-7	-5	4	6	-3	1	3	-12	-5
CC1CCCCN1S(=O)(=O)c1cn(C)c(=O)n(C)c1=O (configuration not stated)	-15	-19	11	-1	15	-9	-1	1	-6
CCOC(=O)C1C(=O)NC(c2ccccc2)=NC1c1ccccc1 (configuration not stated)	-16	-11	1	1	-4	-2	3	-14	5
Cc1ccc(N2C(=O)c3cccc4c([N+](=O)[O-])ccc(c34)C2=O)c2cccnc12	x	0	-11	18	29	-9	-1	-13	x
Cc1ccc(S(=O)(=O)NC(CC(N)=O)C(=O)O)cc1 (configuration not stated)	-9	-5	1	0	6	2	-2	-1	-4
CCOCCCNC(=O)C(c1ccc(C)cc1)N(Cc1cccs1)C(=O)c1ccccc1O (configuration not stated)	-8	-7	-3	2	-13	1	-6	-8	2
CCO[C@H]1OC(C(=O)NCc2nc3ccccc3[nH]2)=C[C@@H](c2ccccc2)[C@@H]1CCCO	x	-2	7	-12	-6	-5	-1	-6	-2
COC(=O)/C(=C(/F)SCC(C)=O)C(F)(F)F	-12	9	3	2	4	1	2	-2	-4
O=C(N/N=C/c1cccc(Oc2ccccc2)c1)c1ccncc1	-6	-7	8	25	-5	4	1	-5	-3
Cc1nc2c(C(F)(F)F)cccc2c2c1CCS2	-16	3	3	21	-20	-6	0	-4	7
COc1ccc(NC(=O)Nc2nccs2)cc1	-7	-5	-2	8	-25	-3	1	-3	6
CSCC[C@H](NC(=O)OC(C)(C)C)c1nnc(SCC(=O)Nc2c(C)cccc2C)o1	-6	-7	4	2	-11	0	-2	-3	2
CC(C)c1ccccc1NC(=O)CC1(CC(=O)O)CCCC1	-13	-16	10	9	11	-6	0	-5	x
O=C(CCn1cnnn1)Nc1ccc(F)cc1	-7	-7	0	20	-4	-3	2	-4	-2
CCCc1nc2ccccc2c(C(=O)OCC(=O)Nc2ccc(S(=O)(=O)N3CCOCC3)cc2)c1CC	-6	24	6	1	28	-5	-8	-34	-10
CC(=O)Nc1ccc(NC(=O)c2ccccc2C)cc1	-14	10	1	-1	-12	-2	2	1	5
O=C(CC1C(=O)NCCN1C/C=C/c1ccccc1)NCCCC1CCCC1 (configuration not stated)	-6	-5	-8	25	-8	-5	-6	-6	-4
CCOC(=O)c1cnc(-n2nc(C)cc2C)nc1Nc1ccc(C)cc1	-2	-10	4	2	-1	-4	3	9	2
CCc1nnc(NC(=O)c2ccc(S(=O)(=O)N3CCCc4ccccc43)cc2)o1	-1	-8	9	-3	-11	1	3	-2	6
Cn1c(NCc2cccc(Br)c2)nc2ccccc21	-8	9	-2	-1	-24	3	-1	0	-1
CCOC(=O)c1sc(NC(=O)c2cccnc2)nc1C	-7	x	x	1	x	1	2	x	x
Cn1ncc(N=Cc2ccc([N+](=O)[O-])cc2)c1C(=O)N1CCOCC1	-36	0	0	-2	-7	1	0	-2	0
COc1cc(/C=C2/C(=O)NN(c3cccc(C)c3)C2=O)cc([N+](=O)[O-])c1O	-10	-9	9	29	20	-7	0	-12	6
CCOC(=O)CNC(=O)c1cc(C)oc1C	-4	2	3	8	0	-1	1	-8	7
CCOC(=O)C(CCCCOc1cccc(CC)c1)C(=O)OCC	9	12	-4	3	19	-4	-6	-6	4
The list continues.
SMILES	MDM2 E3 inh	NPY-Y2 PAM-ag	p97 ATPase inh	Hck-Nef inh	NPY1 pot ag	Runt-SMMHC FRET	Runt-CBFb FRET	RBBP9 inhibitor	NPY-Y1 antag
COC(=O)C1CCN(C(=O)CCC2CCCCC2)CC1	-16	5	-3	1	5	-2	0	2	-4
COc1ccc(C(=O)NCCc2nnc(SCC(=O)Nc3ccccc3F)n2C)cc1	-6	-20	-3	22	-9	-5	-1	2	-1
OCn1ncn(-c2ccccc2)c1=S	-18	2	0	2	9	2	6	-4	2
CN(C(=S)Nc1ccc(F)cc1)C1(c2ccccc2Cl)CCCCC1=O (configuration not stated)	-11	-15	0	2	-6	0	88*	-4	5
O=C(CCn1c(=O)sc2ccccc21)NCc1ccco1	-10	9	1	0	-19	0	0	0	-1
Cc1cc(C(=O)NCc2cccs2)nn1C	-7	10	10	8	5	-7	1	-4	x
c1ccc2c(c1)C(=Nn1cnnc1)c1ccccc1-2	1	6	2	7	-17	1	-2	0	-5
Cc1cc(C(=O)N/N=C/C=C/c2ccccc2)c(C)o1	-17	-2	0	3	5	-1	0	-6	-4
CC(Sc1ccsc1[N+](=O)[O-])C(=O)NCCc1ccc(Cl)cc1 (configuration not stated)	-22	-2	-2	0	-12	2	3	-10	6
O=C(NNc1nc2cc3c(cc2s1)OCO3)c1cccc(F)c1	x	3	8	-5	6	6	28	-1	5
CCCCn1nnc(NC(=S)NC(=O)c2cccs2)n1	-13	-4	-5	-3	3	-2	10	2	1

No enrichment for hits; about 3.5% have a hit in one of these screens.
